KCNK9 block: KCNK9 potassium channel inhibitors, primary screen, HEK293 cells, thallium flux | Potassium channel subfamily K member 9 (Homo sapiens), Q9NPC2 | FluxOR thallium flux fluorescence; stronger effect = lower value | B-score at 10 µM | 1.2% of 310,000 active;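 active = ratio B-score over 3 SD below the library mean, with starting fluorescence within 5 SD of its mean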;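 note: negative B-score means less thallium flux so channel inhibition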
Target sequence (Q9NPC2 whole entry, looked up): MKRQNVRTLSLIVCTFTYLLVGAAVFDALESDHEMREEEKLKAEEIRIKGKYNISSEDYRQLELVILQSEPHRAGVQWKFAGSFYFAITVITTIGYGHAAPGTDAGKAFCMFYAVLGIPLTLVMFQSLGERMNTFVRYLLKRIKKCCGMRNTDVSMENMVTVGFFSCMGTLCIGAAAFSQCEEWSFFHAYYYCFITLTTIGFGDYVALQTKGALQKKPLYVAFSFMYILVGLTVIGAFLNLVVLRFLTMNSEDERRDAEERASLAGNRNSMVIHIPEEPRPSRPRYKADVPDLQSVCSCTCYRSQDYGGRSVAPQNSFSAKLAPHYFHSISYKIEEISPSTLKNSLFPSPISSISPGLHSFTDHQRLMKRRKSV
KCNQ1 block: inhibitors of human KCNQ1 channel, primary screen, cell-based, thallium flux, high-throughput. Potassium voltage-gated channel subfamily KQT member 1 (Homo sapiens), P51787. CHO-K1 KCNQ1, FluxOR thallium flux fluorescence; stronger effect = higher value. B-score at 10 µM. 1.3% of 310,000 active. AID 2642, 2010;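 active = compounds whose thallium flux B-score, printed positive for inhibition, exceeds three library SD while starting fluorescence stays within three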;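 note: channel opened by potassium depolarization with thallium stimulus after 20 min compound exposure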
TRPC4 potent: positive allosteric modulators of TRPC4, primary screen, cell-based, mouse TRPC4beta, HEK293 mu-opioid, Fluo-4 calcium. 0.42% of 310,000 active. Short transient receptor potential channel 4 (Mus musculus), Q9QUQ5. B-score at 10 µM. DAMGO EC20, Fluo-4 Ca2+ flux; stronger effect = higher value;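 active = B-score of calcium response area above 5 SD of library B-scores, with initial fluorescence ratio within 5 SD of library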;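 note: B-score of integrated fluorescence ratio over time as area under calcium response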
hERG protect: hERG rescue from dofetilide block, primary screen, cell-based, CHO-hERG, FluxOR thallium flux, dofetilide IC70 | activation (rescue from dofetilide block), less the hit threshold, % at 10 µM | Voltage-gated inwardly rectifying potassium channel KCNH2 (Homo sapiens), Q12809 | AID 1511, 2009 | dofetilide IC70 present | 0.51% of 310,000 active;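 active = activation above the mean of controls blocked by dofetilide plus 5 SD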;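 note: thallium influx through hERG after potassium depolarization seen as dye fluorescence rise; in these data hits start at about 4.7%; inactives centre near -7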
PolyA inh: polyadenylation inhibitors in yeast reporter cells, primary screen, luminescence, S. cerevisiae; S. cerevisiae SKY197-pL101 polyadenylation reporter, beta-gal luminescence; efflux-impaired pdr1/pdr3 knockout yeast; score 100 = 6 SD above DMSO; calls only at 12 µM; 0.02% of 300,000 active; AID 1875, 2009;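 active = lowest replicate activity score at least 50, where 100 means six control SD above control mean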;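 note: yeast exposed to compound for 9 h at 30 °C; higher score means more reporter readthrough which indicates perturbed polyadenylation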
Platelet DG rel: inhibitors of platelet dense granule secretion, primary screen, cell-based, MLPCN, human platelets; 0.22% of 300,000 active; human platelet-rich plasma, SFLLRN dense granule ATP release, luminescence; inhibition, %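 (compounds screened at 7.5 µM in platelet-rich plasma)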; AID 1663, 2009;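 active = mean replicate score, as percent of positive control, at or above 50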
DYRK1A inh: rat Dyrk1A kinase inhibitors, primary screen, biochemical, single point, plate reader | ADP-Glo luminescence, NFATc1 peptide | inhibition, % at 12.5 µM | 0.43% of 310,000 active; in the data active = inhibition above about 50%;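 note: plate controls were vehicle with enzyme for no effect and no enzyme for full effect; many of its hits are not listed in these tables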
TRPC4 act: activators of mouse TRPC4 channel, primary screen, Fluo4 calcium, HEK293 TRPC4beta/mu-opioid cells; Short transient receptor potential channel 4 (Mus musculus), Q9QUQ5; AID 2237, 2010; 0.49% of 310,000 active; Fluo4 calcium fluorescence; stronger effect = higher value; B-score at 10 µM;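 active = B-score above 5 SD of library B-scores, and initial fluorescence ratio not above library mean plus 5 SD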;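 note: positive B-score marks a calcium rise read as TRPC4 activation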
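System: HEK293 cells stably co-expressing mouse TRPC4beta and mu-opioid receptor; Schedule: Fluo4 dye loading 45 min at room temperature, 110 s recording; Detection: Fluo4 fluorescence, kinetic; Evaluation: B-scored integrated calcium fluorescence ratio; Controls: buffer (low) and maximal DAMGO (high).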
KCNQ1 pot: potentiators or activators of KCNQ1 channel, primary screen, cell-based, thallium flux, high-throughput. Potassium voltage-gated channel subfamily KQT member 1 (Homo sapiens), P51787. CHO-K1 KCNQ1, thallium flux FluxOR fluorescence; stronger effect = higher value. B-score at 10 µM. 0.35% of 310,000 active;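 active = fluorescence ratio B-score, a plate-corrected score, at least three library SD, with initial intensity B-score within 5 SD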
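Medium – assay buffer, equal DMSO in all wells · Material – CHO-K1 cell line with stable KCNQ1 potassium channel expression · Signal – kinetic FluxOR thallium fluorescence, 10-s 1-Hz baseline, 110-s post-stimulus read · Compound – single concentration per compound, DMSO matched to controls · Schedule – 37 °C overnight plating, 90-min dark dye load, 20-min compound pretreatment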
KCNK3 inh: human KCNK3 channel inhibitors, primary screen, CHO cells, FluxOR thallium flux, B-score. Potassium channel subfamily K member 3 (Homo sapiens), O14649. AID 602410, 2012. FluxOR fluorescence; stronger effect = lower value. 0.84% of 340,000 active. B-score at 10 µM;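 active = B-score under library mean minus 4 SD, starting fluorescence ratio at most library mean plus 5 SD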;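 note: more negative B-score means stronger inhibition of thallium flux through KCNK3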
Target sequence (O14649 whole entry, looked up): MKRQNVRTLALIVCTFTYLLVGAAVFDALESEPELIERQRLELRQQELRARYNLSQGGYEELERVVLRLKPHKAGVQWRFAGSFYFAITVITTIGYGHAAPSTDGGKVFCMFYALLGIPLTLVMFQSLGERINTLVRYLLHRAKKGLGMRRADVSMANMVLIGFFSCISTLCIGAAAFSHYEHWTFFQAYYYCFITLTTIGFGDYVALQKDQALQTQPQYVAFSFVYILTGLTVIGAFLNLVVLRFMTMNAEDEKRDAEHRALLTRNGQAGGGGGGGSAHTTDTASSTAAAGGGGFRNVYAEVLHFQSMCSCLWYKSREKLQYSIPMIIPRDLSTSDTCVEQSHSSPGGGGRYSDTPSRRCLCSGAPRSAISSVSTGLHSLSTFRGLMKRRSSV
TRPC4 block: inhibitors of mouse TRPC4 channel, primary screen, Fluo4 calcium, HEK293 TRPC4beta/mu-opioid cells; B-score at 10 µM; DAMGO-evoked Fluo4 calcium flux; stronger effect = lower value; 0.39% of 300,000 active;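 active = B-score over 3 SD under the library average, no early fluorescence shift, positive overall ratio signal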
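Assay system: HEK293 cells with stable TRPC4beta plus mu-opioid receptor expression. Dosing: single dose. Measured by: Fluo4 Ca2+ flux fluorescence. Also added: DAMGO in two steps, submaximal then maximal. Read-out: B score from integrated Fluo4 fluorescence ratio.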
An asterisk follows results filed as active; i = inactive; nt = no result given. This is a subset (hit frequency here may not be typical).

nr	canonical_smiles	TRPC4 act	hERG protect	KCNQ1 block	TRPC4 potent	DYRK1A inh	KCNK3 inh	KCNQ1 pot	PolyA inh	Platelet DG rel	KCNK9 block	TRPC4 block
1	CCN(CCNC(=O)C1CCCN(S(=O)(=O)c2cnc[nH]2)C1)c1ccccc1 (stereo unspecified)	i	-4	i	i	-11	i	i	i	5	i	i
2	FC(F)(F)c1nnc2c(Sc3ccccn3)nc3ccccc3n12	i	-2	i	i	1	i	i	i	-2	i	i
3	CCc1ccccc1Nc1nc2ccccc2[nH]1	i	-12	i	i	nt	i	i	i	1	i	-5*
4	Cc1cc(C(=O)NNC(=O)c2cccc(Cl)c2)no1	i	-4	i	i	nt	i	i	i	4	i	i
5	CCCCNC(=O)COC(=O)c1cc(S(=O)(=O)N2CCCCCC2)ccc1OC	i	-12	i	i	2	i	i	i	7	i	i
6	O=CNCCc1nc2ccccc2n1CCc1ccccc1	i	-9	i	i	1	i	i	i	16	i	i
7	CCCCOc1ccc(-c2nnn(CC(=O)Nc3ncc(CC(=O)OCC)s3)n2)cc1	i	-12	i	i	1	i	i	i	2	i	i
8	COc1ccc(NC(=O)CS(=O)c2ccc(Br)cc2)cc1 (stereo unspecified)	i	-6	i	i	-6	i	i	i	-11	i	i
9	Cc1ccc(S(=O)(=O)c2c(N)n(NC(=O)c3ccccc3C)c3nc4ccccc4nc23)cc1	i	-17	i	i	1	-8.8*	i	i	1	i	i
10	CC1=C(C(=O)Nc2ccccc2)C(c2ccncc2)n2nnnc2N1 (stereo unspecified)	i	-2	i	i	4	i	i	i	-2	i	i
11	CCOC(=O)c1ccc(NC(=O)CC2S/C(=N/N=C/c3c[nH]c4ccccc34)NC2=O)cc1 (stereo unspecified)	i	-4	i	i	-1	i	i	i	19	i	i
12	CC(CCc1ccc(O)cc1)NCCC(c1ccccc1)c1ccccc1 (stereo unspecified)	i	-22	i	i	-5	i	i	i	2	i	i
13	Cn1c(SCCS(=O)(=O)c2ccc(Cl)cc2)nnc1-c1ccccc1	i	-3	i	i	3	i	i	i	4	i	i
14	CC(C)(C)NC(=O)c1cccc(NC(=O)CSc2ccc(Cl)cc2)c1	i	-13	i	i	0	i	i	i	-13	i	i
15	CCOc1cc(/C=C2\SC(=Nc3ccccc3)N(c3ccccc3)C2=O)ccc1OCC(=O)O	i	-17	i	i	4	i	i	i	-4	i	i
16	COc1ccc(Oc2nccc(OC)c2C#N)cc1	i	-3	i	i	nt	i	i	i	8	i	i
17	NC(=O)COc1ccc2oc(-c3ccccc3)cc(=O)c2c1	i	-8	i	i	17	i	i	i	-4	i	i
18	COC(=O)/C(=N/Nc1ccccc1OC)N1CCCc2ccccc21	i	-4	i	i	nt	i	i	i	-3	i	i
19	Cc1cc(C)n2cc(CSc3ncn[nH]3)nc2n1	i	-9	i	i	-5	i	i	i	-2	i	i
20	Oc1ccccc1-c1nc(NCCN2CCOCC2)c2ccccc2n1	i	-25	i	i	19	i	i	i	0	i	i
21	Cc1ccc2c(C(=O)N3CCN(c4ccccc4)CC3)cc(-c3cccnc3)nc2c1C	i	-18	8*	i	-1	i	i	i	-3	i	i
22	COc1ccc(S(=O)(=O)n2nc(-n3c(C)ccc3C)c3c(F)cccc32)cc1OC	i	-9	9*	i	nt	i	i	i	6	i	i
23	COc1ccc(/C=C/c2c(-c3ccc(OC)cc3)sc3ccc(N4CCOCC4)cc23)cc1	i	-7	i	i	-1	i	i	i	2	i	i
24	COC(=O)c1ccc(CSc2ccc3nnc(-c4ccccc4)n3n2)o1	i	-10	i	i	10	i	i	i	2	i	i
25	O=C(c1ccc(OC2CCN(Cc3ccccn3)CC2)cc1)N1CCCCCC1	i	-7	i	i	-10	i	i	i	-13	i	i
26	O=C1CC(C(=O)Nc2ccc(Cl)cc2)n2ncnc2N1 (stereo unspecified)	i	-2	i	i	nt	i	i	i	1	i	i
27	CC1(C)Cc2c(c(N3CCOCC3)nc3sc(C(=O)Nc4ccccc4)c(N)c23)CO1	i	-16	i	i	1	i	i	i	1	i	i
28	O=S(=O)(Nc1ccc(N=Nc2ccccc2)cc1)c1ccccc1	i	-9	i	i	0	i	i	i	2	i	i
29	O=C(Nc1ccc(N2CCOCC2)cc1)c1cccc(S(=O)(=O)N2CCCCCC2)c1	i	-14	i	i	-8	i	i	i	4	i	i
30	COc1ccc(C(=O)N(Cc2nc(-c3ccc(C)cc3)no2)C(C)C)cc1OC	i	-11	i	i	61*	i	i	i	33	i	i
31	COc1ccc(NS(=O)(=O)c2cccc(C(=O)NCC(c3ccco3)N3CCCCC3)c2)cc1 (stereo unspecified)	i	-14	i	i	-3	i	i	i	0	i	i
32	Cc1ccc(/C=C/C(=O)Nc2sc(C)c(C)c2C(=O)OC(C)C)o1	i	-4	i	i	nt	i	i	i	-5	i	i
33	COc1cccc(N(CC(=O)NC2CCCCC2)C(=O)CCC(=O)Nc2nccs2)c1	i	-12	i	i	0	i	i	i	-4	i	i
34	COc1ccc(N(CC(=O)Nc2ccc3c(c2)OCO3)S(=O)(=O)c2ccccc2)cc1OC	i	-7	i	i	-3	i	i	i	-1	i	i
35	COC(=O)c1sc2ccccc2c1-n1cccc1C(=O)C(=O)Nc1ccc(C)cc1	i	-11	i	i	-1	i	i	i	2	i	i
36	Cc1cccc(OCC(=O)Nc2cc(S(=O)(=O)N3CCCCC3)ccc2N2CCN(C)CC2)c1	i	-11	i	11*	-3	i	i	i	-4	i	i
37	CN(C)CCNC(=O)c1ccc2c(c1)NC(=O)c1ccccc1S2	i	-6	i	i	-5	i	i	i	-5	i	i
38	C(CCCN1CCCCC1)CCN1CCCCC1	i	-8	i	i	3	i	i	i	-14	i	i
39	Cc1nccc2[nH]c(=O)c(C(=O)NC(C)CCc3ccccc3)cc12 (stereo unspecified)	i	-6	i	i	nt	nt	i	i	-65	i	i
40	O=C(C1=C(O)C(=O)N(CCN2CCOCC2)C1c1cccc([N+](=O)[O-])c1)c1cccs1 (stereo unspecified)	i	-1	i	i	-1	i	i	i	1	i	i
41	CCC1CCCCN1CCCNC(=O)CNC(=O)c1nn(-c2ccc(OC)c(Cl)c2)c(=O)c2ccccc12 (stereo unspecified)	i	-6	i	i	-3	i	i	i	5	i	i
42	CN1CCN(C(=O)c2ccc(-n3cccn3)nc2)CC1	i	1	i	i	1	i	i	i	-3	i	i
43	COC(=O)COc1ccc(C2NC(=O)NC(C)=C2C(=O)NCc2ccccc2)cc1OC (stereo unspecified)	i	-10	i	i	-8	i	i	i	22	i	i
44	C=CCNC(=O)C1CC(=O)N(c2ccc(OCC(=O)N3CCCC3)cc2)C1 (stereo unspecified)	i	-6	i	i	-1	i	i	i	4	i	i
45	CCCCN(CC)CCNC(=O)Cn1cnc2sc(C)c(S(=O)(=O)N3CCOCC3)c2c1=O	i	-13	i	i	-8	i	i	i	0	i	i

Reprinted at random: 2 records from the list.
nr	canonical_smiles	TRPC4 act	hERG protect	KCNQ1 block	TRPC4 potent	DYRK1A inh	KCNK3 inh	KCNQ1 pot	PolyA inh	Platelet DG rel	KCNK9 block	TRPC4 block
44	C=CCNC(=O)C1CC(=O)N(c2ccc(OCC(=O)N3CCCC3)cc2)C1 (stereo unspecified)	i	-6	i	i	-1	i	i	i	4	i	i
42	CN1CCN(C(=O)c2ccc(-n3cccn3)nc2)CC1	i	1	i	i	1	i	i	i	-3	i	i

(list continues)
nr	canonical_smiles	TRPC4 act	hERG protect	KCNQ1 block	TRPC4 potent	DYRK1A inh	KCNK3 inh	KCNQ1 pot	PolyA inh	Platelet DG rel	KCNK9 block	TRPC4 block
46	COc1ccc(/C=N/NC(=O)c2cc(OC)c(OC)c(OC)c2)cc1CN1CCc2cc(OC)c(OC)cc2C1C (stereo unspecified)	i	-14	i	i	nt	i	i	i	14	i	i
47	CCOc1cc2[nH]c(=S)n(Cc3ccc(C(=O)O)cc3)c(=O)c2cc1OCC	i	-3	i	i	3	i	i	i	-1	i	i
48	Cc1ccccc1NC(=O)Cn1nnc2ccccc21	i	-1	i	i	1	i	i	i	1	i	i
49	CC(CN1CCCCC1)OC(=O)COc1ccc(Br)cc1 (stereo unspecified)	i	-4	i	i	-8	i	i	i	-1	i	i
50	CCOC(=O)c1c(C)[nH]c(C(=O)COC(=O)c2[nH]c(C)c(C(C)=O)c2C)c1C	i	-1	i	i	-1	i	i	i	4	i	i
51	O=C(CCC1CCCN(Cc2ccc3c(c2)CCO3)C1)NCc1ccc(F)c(F)c1 (stereo unspecified)	i	-13	i	i	-32	i	i	i	0	i	i
52	CC(NS(=O)(=O)c1ccc2c(c1)C(C)(C)C(=O)N2C)c1ccccc1 (stereo unspecified)	i	-6	i	i	2	i	i	i	-1	i	i
53	C/C(=N\NC(=O)c1c(Cl)cnn1C)c1cccc(NC(=O)c2ccc(C)cc2)c1	i	-7	i	i	-8	i	i	i	3	i	i
54	Cc1ccc(S(=O)(=O)NCCSc2ncccn2)cc1	i	-11	i	i	3	i	i	i	0	i	i
55	Cc1cc(OC(=O)c2ccc(Cl)cc2Cl)c([N+](=O)[O-])c(=O)[nH]1	i	-6	i	i	1	i	i	i	-1	i	i
56	Cc1ccc(S(=O)(=O)Nc2ccnc3ccccc23)cc1	i	-11	i	i	-2	i	i	i	1	i	i
57	CCOc1ccc(-n2c(C)cc(/C=C3/C(=N)N4C(=NC3=O)SN=C4S(C)(=O)=O)c2C)cc1	i	-12	i	i	-6	i	i	i	0	i	i
58	O=C(NCc1ccco1)C1(c2ccc(Br)cc2)CCCC1	i	-5	i	i	3	i	i	i	-12	i	i
59	COc1ccc(Cl)cc1S(=O)(=O)N1CCN=C1Cc1ccccc1	i	-10	i	i	3	i	i	i	-11	i	i
60	CSc1nc(NS(=O)(=O)c2cc(Br)ccc2Br)cc(=O)[nH]1	i	-10	i	i	9	i	i	i	-5	i	i
